Source: PubChem BioAssay
XIAP displacement – XIAP antagonists, biochemical, IAP family, fluorescence polarization (AID 1018); XIAP BIR domain, fluorescence polarization peptide displacement; higher % means a stronger effect; one-dose displacement, % at 20 µM; IC50 in µM for titrated hits; hit rate 0.007% among 200,000; in the data active means displacement above about 50%; further: a part of the inactive calls stands beside numbers as strong as those of hits
LYP inhibition – inhibitors of LYP phosphatase, biochemical, fluorescence intensity, uHTS (AID 1779) | recombinant LYP phosphatase, fluorescence intensity; higher % means a stronger effect | inhibition, % at 11.5 µM, or IC50 in µM where a hit was titrated | hit rate 0.054% among 290,000;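 further: plate controls were vehicle with enzyme for no effect and no enzyme for full effect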
Myeloid diff 2 – compounds promoting myeloid differentiation | ER-HoxA9 myeloid progenitors, lysozyme-GFP differentiation, flow cytometry | calls only at 10 µM | hit rate 1% among 360,000 | AID 624256;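 active means normalized GFP-positive differentiation at or above the plate's own cutoff, the solvent-only control mean plus 3 SD; inconclusive means no clear call, values can overlap the other calls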;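 further: cells exposed to compound for four days before flow analysis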
M1AAP inhibition – P. falciparum M1AAP inhibitors, biochemical, fluorogenic H-Leu-NHMec substrate, 1536-well (AID 1445); recombinant M1AAP, H-Leu-NHMec fluorogenic kinetic assay; higher % means a stronger effect; inhibition, % at 30 µM, or IC50 in µM where a hit was titrated; hit rate 0.42% among 220,000;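 active means primary inhibition above the hit cutoff, then over 50% inhibition at one or more dose response concentrations, cut at about 23% in these data, passing the limit was not always enough; inconclusive means conflicting primary data, or primary hits not chosen for dose response; inactive means low primary inhibition, or under 50% at every dose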;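 further: plate controls were DMSO full reaction for no effect and no enzyme background for full effect; strong numbers were not always called active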
PMI inhibition – MPI inhibition at elevated mannose 6-phosphate – biochemical, fluorescence intensity, high mannose 6-phosphate, primary screen (AID 1220). recombinant PMI enzyme, coupled fluorescence intensity; higher % means a stronger effect. inhibition, % at 20 µM; hits with a dose series show IC50 in µM. hit rate 0.66% among 190,000
M17LAP inhibition – P. falciparum M17LAP inhibitors, primary screen, biochemical, fluorogenic H-Leu-NHMec substrate, 1536-well (AID 1619). hit rate 0.38% among 220,000. recombinant M17LAP, H-Leu-NHMec fluorogenic kinetic assay; higher % means a stronger effect. inhibition, % at 30 µM, or IC50 in µM where a hit was titrated;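 active means compound inhibiting the enzyme by more than half at any dose during confirmatory dose-response retesting; inconclusive means strong single-dose inhibitors picked by rank but not retested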;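 further: plate controls were full reaction with DMSO carrier for no effect and no enzyme background for full effect; strong numbers were not always called active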
CSM14.1 death rescue – protection against thapsigargin-triggered cell killing – 384-well, CSM14.1, ATP luminescence, primary screen (AID 1222) | CSM14.1 thapsigargin-induced death rescue, ATP luminescence; higher % means a stronger effect | cellular ATP content (survival), % at 20 µM; hits with a dose series show EC50 in µM | 190,000 tested, under 10 active;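 active means EC50 below 50 µM in the dose-response confirmation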;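 further: death triggered by thapsigargin at about 15 µM added after 2 h compound pretreatment; cell ATP read after overnight thapsigargin exposure of roughly 18 to 22 hours; normalized against plate controls of thapsigargin alone and 5% DMSO vehicle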
TNAP activation fold – human TNAP enzyme activators, primary screen, biochemical, luminescent, no phosphate acceptor, uHTS (AID 1001); purified TNAP, luminescent activation assay, no phosphate acceptor; higher activation fold means a stronger effect; activation fold at 20 µM; hits with a dose series show EC50 in µM; hit rate 0.03% among 200,000; in the data active means activation fold from about 3, or a potency from the dose series; inactive means the rest, 99 in 100 with activation fold below about 1.6; further: many of its hits are not listed in these tables
PMI inhibitors – inhibitors of human PMI, primary screen, biochemical, fluorescence intensity, coupled assay (AID 1209); inhibition, % at 20 µM, or IC50 in µM where a hit was titrated; hit rate 0.42% among 190,000; purified PMI enzyme, coupled fluorescence intensity; higher % means a stronger effect;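 further: plate controls were DMSO vehicle for no effect and wells lacking substrate for full effect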
Myeloid diff 2 GFP+ MAC1+ % – also measured in Myeloid diff 2; calls as there; GFP+ MAC1+ double positive, %; measured here: differentiation confirmed by MAC1 staining
* hit, by the source's call; i = inactive; ? = inconclusive; · = no result given. Unless noted, no stated cut-off is given here; in the data, active means inhibition above about 50%; inactive means the rest. Random draw from the library. Share with any hit: about 2.7%.

SMILES	XIAP displacement	LYP inhibition	Myeloid diff 2	Myeloid diff 2 GFP+ MAC1+ %	M1AAP inhibition	PMI inhibition	M17LAP inhibition	CSM14.1 death rescue	TNAP activation fold	PMI inhibitors
CS(=O)(=O)NCCOc1ccc(S(=O)(=O)NCCOc2ccccc2)cc1	-1.3%	-5%	i	0.0	0%	-6%	-2%	·	1.1	-4%
CC(=O)Nc1ccc(S(=O)(=O)NCc2ccccn2)cc1	0.6%	-5%	i	0.4	11%	-12%	9%	1.4%	1.1	-7%
Nc1c(C(=O)Nc2cccc(F)c2)nnn1-c1cccc(C(F)(F)F)c1	-3.1%	2%	·	·	0%	-8%	4%	-1.1%	1	-12%
CSc1nc2sc3c(c2c(=O)n1C)CCCC3	4.0%	1%	i	7.2	0%	3%	2%	-0.8%	1.1	5%
CC(Sc1cnccn1)C(=O)O (stereo not drawn)	-21%	-5%	i	0.3	-2%	10%	2%	2.0%	1	9%
COc1ccc(Br)cc1C(=O)O	0.6%	-10%	i	0.6	6%	6%	-3%	0.9%	1.1	1%
CCNc1nc(NCC)nc(C(=O)OCCO)n1	-1.9%	-12%	i	1.8	-5%	-6%	-4%	-1.3%	1	1%
O=C(O)c1ccccc1C(=O)NCc1ccccc1	1.2%	2%	i	0.5	-10%	-3%	-4%	-2.4%	1.1	-3%
CC1(C)CC(=O)C(C(=O)c2ccccc2)C(=O)C1	-7.7%	-9%	i	0.6	9%	0%	6%	-1.2%	1.1	3%
O=C(Cc1ccc([N+](=O)[O-])cc1)N1N=C(C2CC2)CC1(O)C(F)(F)F (stereo not drawn)	-3.5%	-1%	i	0.0	4%	24%	2%	-0.8%	1.1	2%
CCC(C)(C)NC(=O)CN(C(=O)c1snc(C(N)=O)c1N)c1ccc2c(c1)OCO2	-1.6%	0%	i	0.3	10%	-3%	5%	·	1	1%
CC(C)(C)CC(=O)OCC(=O)Nc1cc(C(C)(C)C)nn1-c1ccccc1	-2.9%	6%	i	5.0	9%	7%	10%	-2.2%	1.1	11%

An excerpt from above in order of the M17LAP inhibition value, falling.
SMILES,M17LAP inhibition
CC1(C)CC(=O)C(C(=O)c2ccccc2)C(=O)C1,6%
CC(Sc1cnccn1)C(=O)O (stereo not drawn),2%
CCNc1nc(NCC)nc(C(=O)OCCO)n1,-4%

More structures:
SMILES	XIAP displacement	LYP inhibition	Myeloid diff 2	Myeloid diff 2 GFP+ MAC1+ %	M1AAP inhibition	PMI inhibition	M17LAP inhibition	CSM14.1 death rescue	TNAP activation fold	PMI inhibitors
Cc1c(CCOC(=O)C23CC4(C)CC(C)(CC(C)(C4)C2)C3)sc[n+]1CC(=O)c1ccccc1	-7.3%	-8%	i	0.3	3%	-21%	-4%	-5.0%	0.8	-11%
COC(=O)c1cnc(NNC(=O)c2ccc([N+](=O)[O-])cc2)nc1C(F)(F)F	·	-3%	i	0.8	0%	·	8%	·	·	·
COc1ccccc1N1CCN(C(=O)CCCn2c(=O)[nH]c3ccsc3c2=O)CC1	2.9%	-1%	i	2.8	4%	11%	1%	·	1.1	12%
CC(=O)Oc1cccc(/C=c2\sc3nc(-c4ccco4)nn3c2=O)c1	-4.0%	-4%	i	0.8	14%	-15%	39%	-3.4%	1	7%
CC(OC(=O)Cc1ccc(Cl)cc1)C(=O)NCCC1=CCCCC1 (stereo not drawn)	-1.4%	-6%	i	1.6	6%	10%	3%	-2.1%	1.1	5%
Cc1ccc(/C=C/c2nnc(-c3ccccc3)o2)cc1	-0.9%	-3%	i	7.5	2%	14%	-8%	-1.6%	1.1	12%
C=CCN1C(=O)C(Cc2ccc(OCC)cc2)SC1=Nc1ccc(C(=O)O)cc1 (stereo not drawn)	-9.3%	-8%	i	0.3	10%	3%	22%	-1.5%	1.1	13%
Cc1cc2nc3ccc(=[N+](C)C)cc-3sc2cc1N	·	-13%	?	·	3%	·	5%	·	·	·
C=CCn1c(COc2ccc(Cl)cc2)nnc1SCC(=O)N1CC(=O)Nc2ccccc21	0.1%	-1%	i	0.7	2%	3%	1%	·	1.2	9%
O=C(COC(=O)c1cccc(Br)c1)NCCC1=CCCCC1	-8.8%	-6%	i	0.6	7%	12%	-2%	-2.6%	1	-5%
COc1ccc(SC[C@H](CC(C)C)N2CCN(C)CCC2=O)cc1	·	-8%	i	1.6	0%	·	11%	·	·	·
COc1cc(/C=C/C(=O)OCC(=O)Nc2ccc(C)cc2[N+](=O)[O-])ccc1O	-14%	-2%	i	0.5	4%	0%	-4%	-0.7%	1	-1%
O=C(CCCCCn1nnc2ccccc2c1=O)N[C@H](C(=O)O)c1ccccc1	·	-5%	i	0.3	7%	·	13%	·	·	·
Cc1cc2c(cc1C)N(Cc1ccccc1)C1=NCCCN12	·	-6%	i	0.7	1%	·	3%	·	·	·
CCN1C(=O)C2(C(C#N)=C(N)Oc3cc(C)oc(=O)c32)c2ccccc21 (stereo not drawn)	0.6%	1%	i	1.6	8%	1%	1%	-2.8%	1	6%
CC(/C=N/n1c(-c2ccc(C)cc2)n[nH]c1=S)=C\c1ccco1	-4.5%	9%	i	0.4	8%	16%	26%	-2.6%	0.5	16%
CC(C)(NO)/C(=N\O)c1ccccc1	-2.0%	-7%	i	1.0	1%	-29%	0%	-1.4%	1.1	-26%
Cc1cc(NC(=O)CCSc2nc(-c3ccco3)cc(C(F)(F)F)n2)n(-c2ccccc2)n1	-8.2%	6%	i	0.6	-7%	7%	-1%	4.0%	1	0%
O=C(c1cnn2c(C(F)F)cc(-c3ccccc3)nc12)N1CCOCC1	-6.6%	-2%	i	0.4	2%	8%	3%	-2.4%	1.1	8%
FC(F)(F)c1nc(Oc2ccccc2)c2ccccc2n1	-5.9%	2%	i	0.6	12%	18%	10%	-4.9%	1	16%
COc1ccc(-c2cnc3c(c2)CCC3(C#N)C#N)cc1	-5.2%	-9%	i	1.9	7%	1%	0%	0.4%	1	0%
C=CCNC(=O)c1cc2c(=O)c3ccccc3oc2nc1C	-6.6%	5%	i	0.2	3%	-10%	-3%	-1.7%	1	-6%
CCOC(=O)C1CCN(CCC(=O)Nc2ccccc2Cl)CC1	-2.0%	-9%	i	0.8	2%	-6%	14%	2.9%	1.1	-14%
CCCSc1nnc(CNC(=O)C23CC4CC(CC(C4)C2)C3)n1Cc1ccccc1	-0.1%	10%	i	1.1	2%	-1%	5%	4.9%	1.1	2%
CC(=O)NC(NC(=S)Nc1c(C)n(C)n(-c2ccccc2)c1=O)C(Cl)(Cl)Cl (stereo not drawn)	-2.5%	-3%	i	0.6	1%	-7%	0%	-0.3%	1.2	-4%
CC(C)=C1C2CCC1C(C(=O)Nc1cc(C)cc(C)c1)C2C(=O)O (stereo not drawn)	-1.3%	-7%	i	0.7	2%	6%	-1%	0.0%	1	1%
Cc1ccc(S(=O)(=O)N2CCCCC2)cc1C(=O)Nc1cccnc1	·	-4%	i	2.6	-7%	·	20%	·	·	·
CCN1c2ccccc2-c2nc3ccccc3n2C1c1ccccn1 (stereo not drawn)	-6.9%	-7%	i	1.5	7%	10%	-62%	3.5%	1.1	3%
Cc1ccc(-c2nc(NC(=O)CSc3ccc4ccccc4n3)ns2)cc1	·	4%	i	1.6	7%	10%	3%	18%	1.1	5%
O=C(c1ccccc1)C1CCN(C(=O)Nc2ccccc2)CC1	·	-6%	i	0.4	8%	·	3%	·	·	·
COCCNC(=O)c1c(N)n(-c2cccc(C)c2)c2nc3ccccc3nc12	-6.2%	-2%	i	0.3	7%	26%	-37%	-1.7%	1.1	6%
CCc1ccc(NC(=O)C2(C)Cc3ccccc3C(=O)O2)cc1 (stereo not drawn)	-0.5%	-3%	i	0.3	0%	2%	0%	0.2%	1.1	-1%
Cc1ccc(C(=O)N/C(=C\c2cccs2)C(=O)N2CCCCCC2)cc1	-0.6%	7%	i	0.9	4%	-6%	16%	0.1%	1.1	-4%
CCOc1ccccc1N1CCN(C(=O)CC(C)(C)C)CC1	-2.9%	-12%	i	0.4	1%	-3%	-2%	-0.7%	2.1	2%
CNc1c(N=Cc2cccnc2)c(=O)n(C)c(=O)n1C	-5.4%	2%	i	0.3	2%	16%	-1%	0.5%	1	-4%
Oc1[nH]c2ccc(Br)cc2c1N=NC(=S)Nc1ccc(F)cc1	·	-2%	i	0.3	10%	·	-2%	·	·	·
Cn1c(=O)c2cn(-c3ccccc3)cc2n(C)c1=O	-21%	-6%	i	0.1	-3%	-22%	5%	-1.3%	1.1	-10%
CC1(C)NC(C)(C)c2nonc2/C1=N\O	-3.8%	-4%	i	0.8	-12%	14%	9%	1.5%	1.1	5%
O=C(NC1CCN(CC(=O)N(c2ccccc2)c2ccccc2)CC1)c1ccc([N+](=O)[O-])cc1	-2.8%	-4%	i	0.5	·	10%	·	2.5%	1.1	5%
CCCc1cc(=O)n2[nH]c(NCc3c(Cl)cccc3Cl)nc2n1	-6.3%	-3%	i	0.8	1%	5%	17%	-3.0%	1	13%
O=C(Cn1nnc(-c2ccc3c(c2)OCO3)n1)NCc1ccco1	-3.2%	-4%	i	0.2	9%	1%	8%	-0.4%	1	0%
CC(C)(C)c1ccc(-c2csc(NC(=O)CN3C(=O)NC4(CCCCC4)C3=O)n2)cc1	-12%	2%	i	0.9	-3%	10%	15%	-0.8%	1.1	10%
Cc1[nH]c2ccccc2c1C(c1ccccn1)N1CCCC1 (stereo not drawn)	-6.5%	-5%	i	0.9	9%	0%	6%	1.0%	1	1%
Cc1ccc2cccc(Oc3ncnc4scc(-c5ccc(Cl)cc5)c34)c2n1	-2.1%	3%	i	0.4	1%	7%	14%	1.7%	1	17%

One compound at a time, from the list above:
CCc1ccc(NC(=O)C2(C)Cc3ccccc3C(=O)O2)cc1 (stereo not drawn) in the list: XIAP displacement: -0.5%; LYP inhibition: -3%; Myeloid diff 2: i; Myeloid diff 2 GFP+ MAC1+ %: 0.3; M1AAP inhibition: 0%; PMI inhibition: 2%; M17LAP inhibition: 0%; CSM14.1 death rescue: 0.2%; TNAP activation fold: 1.1; PMI inhibitors: -1%
Cc1ccc(-c2nc(NC(=O)CSc3ccc4ccccc4n3)ns2)cc1 in the list: XIAP displacement: ·; LYP inhibition: 4%; Myeloid diff 2: i; Myeloid diff 2 GFP+ MAC1+ %: 1.6; M1AAP inhibition: 7%; PMI inhibition: 10%; M17LAP inhibition: 3%; CSM14.1 death rescue: 18%; TNAP activation fold: 1.1; PMI inhibitors: 5%
